MEKK2wt PB1 HTS = raises or lowers MEK5 binding to wildtype human MEKK2 PB1 domain | Q9Y2U5 | bead flow cytometry, Alexa488-MEK5 binding to MEKK2 WT; actives lie on both sides | binding response (% of control), % at 10 µM | 1.1% of 290,000 active | AID 1531; in the data active means binding response below about 67% or above about 130%
GalR3 antagonist = human GalR3 antagonism | AID 651719 | inhibition, % at 3 µM | 0.44% of 360,000 active | O60755 | HEK293 GalR3-CNG cAMP membrane potential fluorescence; galR3 body fused to GalR1 C-terminus;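 active means inhibition above the screen-wide average plus 3 SD, cut at about 13% in these data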;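 further: forskolin and galanin both at EC90 stimulate the cells; cAMP rise reported by CNG channel membrane potential dye signal; 0% = forskolin plus galanin with DMSO and 100% = forskolin alone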
Target sequence (O60755 1-299 limits assumed): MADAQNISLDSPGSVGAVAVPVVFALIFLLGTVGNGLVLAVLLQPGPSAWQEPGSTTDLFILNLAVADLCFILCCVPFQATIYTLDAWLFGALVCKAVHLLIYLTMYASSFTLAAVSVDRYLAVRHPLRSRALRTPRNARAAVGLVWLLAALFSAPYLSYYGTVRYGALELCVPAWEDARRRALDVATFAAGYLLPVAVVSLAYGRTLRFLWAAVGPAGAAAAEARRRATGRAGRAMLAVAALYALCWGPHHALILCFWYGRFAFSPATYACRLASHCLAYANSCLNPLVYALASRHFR
MEKK2mut PB1 HTS = signal of MEK5 binding to mutant human MEKK2 PB1 domain. bead flow cytometry, Alexa488-MEK5 binding to MEKK2 mutant. percent response, % at 10 µM. 0.35% of 290,000 active. AID 1530; in the data active means percent response above about 24%, passing the limit was not always enough; further: inactives centre near 1; some results filed as inactive read as strong as hits
FID counter = fluorescent intercalator displacement, NS3 helicase counter-screen; inhibition, % at 7.9 µM; DNA fluorescent intercalator displacement, fluorescence; AID 1845; 0.17% of 290,000 active; in the data active means inhibition above about 37%;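 further: 0% = vehicle and 100% = reference compound; higher means more ethidium bromide displaced from hairpin DNA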
UBC9 SUMO inh = SUMOylation inhibition. P63279. HTRF SUMOylation assay, SAE1/SAE2 + UBC9, in vitro. inhibition, % at 35 µM. 0.36% of 290,000 active; in the data active means inhibition above about 50%, passing the limit was not always enough; further: strong numbers were not always called active
Target sequence (P63279 whole entry, looked up): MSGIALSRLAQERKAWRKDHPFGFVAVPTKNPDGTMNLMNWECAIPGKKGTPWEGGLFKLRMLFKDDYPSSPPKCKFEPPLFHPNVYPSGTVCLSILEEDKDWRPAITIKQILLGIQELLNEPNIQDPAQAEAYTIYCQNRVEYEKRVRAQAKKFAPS
CRFBP-R2 agonist = CRF-BP/CRF-R2 complex agonism; HEK293 CRF-R2/CRF-BP, calcium dye fluorescence (FLIPR); percent of saturating CRF peptide response; activation, % at 13.2 µM; 0.46% of 350,000 active; AID 588473;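 active means activation of at least 50%, plus an integration ratio under a set limit after plate pattern correction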;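 further: plate controls were neutral control wells without compound for no effect and CRF at EC100 for full effect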
MEKK3 PB1 HTS = modulators (inhibitors or enhancers) of MEK5 binding to human MEKK3 PB1 domain. binding response (% of control), % at 10 µM. Q99759. bead-based flow cytometry, Alexa488-MEK5 binding to MEKK3; actives lie on both sides; 0 = blocked by unlabeled MEK5, 100 = vehicle. 1.4% of 290,000 active. AID 1529;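 active means binding response more than 3 SD above or below the average of its plate-row segment, actives on both sides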;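 further: Alexa488 bead fluorescence after subtracting the streptavidin-only scavenger bead signal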
CRFBP-R2 block = blocks CRF-induced signaling of the CRF-BP/CRF-R2 complex. AID 588475. HEK293 CRF-R2/CRF-BP, CRF-induced calcium fluorescence. 0.59% of 350,000 active. inhibition, % at 11.8 µM;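 active means inhibition of the ligand-induced calcium signal above about 50% at the single tested concentration, limit read from the data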
HCV NS3 hel inh = HCV NS3 helicase inhibition; 0.56% of 290,000 active; AID 1800; NS3 helicase DNA unwinding, Cy5 molecular beacon fluorescence; inhibition, % at 10.9 µM;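 active means inhibition above the mean of all tested compounds plus 3 SD, set per campaign, cut at about 35% in these data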;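 further: 0% = DMSO wells and 100% = thioflavine S control wells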
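Material: hepatitis C virus NS3 helicase domain fragment enzyme; measured by: Cy5 fluorescence, 0 and 60 min reads; control set: DMSO and thioflavine S; incubation: 60 min unwinding reaction at 25 °C after ATP addition; read-out basis: % inhibition from 60/0 min fluorescence ratio, DMSO 0%, thioflavine S 100%; repeats: singlicate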
The depositor's hits bear a star; x = no result given; [ ] = remark or other dose. This is a subset; the hit share may differ from the screen's.

compound | FID counter | MEKK2mut PB1 HTS | CRFBP-R2 agonist | GalR3 antagonist | CRFBP-R2 block | HCV NS3 hel inh | MEKK3 PB1 HTS | MEKK2wt PB1 HTS | UBC9 SUMO inh
Cc1ccsc1/C=N/NC(=O)C1CC(=O)N(c2ccc(F)cc2)C1 (stereo unspecified) | -16 | -3 | -4.7 | -4 | -20 | -4 | 94 | 94 | 11
Fc1cccc(C2CC(c3cccc(Br)c3)Nc3nnnn32)c1 (stereo unspecified) | -22 | -1 | -0.3 | -6 | -9 | -10 | 102 | 100 | 10
CCOc1ccc(OCC)c(NC(=O)CSCC(=O)O)c1 | 4 | 6 | -1.8 | 0 | -5 | 4 | 115 | 112 | -6
Cc1cccc(C(=O)c2c[nH]cc2-c2ccccc2)c1 | -7 | 5 | -4.3 | -5 | 6 | 2 | 109 | 104 | 8
CCc1ccc(S(=O)(=O)NCc2cn3c(C)csc3n2)s1 | -9 | 5 | -4.4 | x | 6 | -5 | 104 | 103 | -1
CCOC(=O)c1sc(NC(=O)CSc2nnc(Cc3ccccc3)o2)c(C#N)c1C | -10 | x | 3.3 | x | 24 | 7 | x | x | 4
O=C(CSc1nnc(CNC(=O)c2ccco2)o1)Nc1ccc(OC(F)(F)F)cc1 | -9 | 1 | 3.0 | -7 | -2 | 8 | 98 | 99 | -7
C/C(=N\NC(=O)Cc1ccc(Cl)cc1)c1cccnc1 | -23 | 3 | -1.5 | -2 | -4 | -2 | 100 | 104 | 3
O=C(CSc1nnc(-c2cccs2)n1Cc1ccccc1)NCc1ccc2c(c1)OCO2 | -33 | -9 | -2.4 | 2 | -10 | 1 | 76*[inhibitor] | 90 | 22
COc1ccc2c(=O)c(N3C(=O)c4ccccc4C3=O)coc2c1 | 4 | -6 | 1.3 | -3 | -1 | -9 | 100 | 92 | 5
S=C(Nc1ccc(Oc2ccccc2)cc1)Nc1cccnc1 | -7 | 3 | -0.2 | -13 | -3 | 7 | 105 | 107 | 11
Cc1ccc(-c2nnc(SCC(=O)O)n2N)cc1 | 4 | 0 | -0.5 | 1 | -6 | 4 | 100 | 101 | 18
Cn1c(-c2ccco2)nc2cc3ccccc3cc21 | -6 | -2 | 1.8 | -7 | 21 | -2 | 98 | 97 | 45
N#Cc1cc2c(nc1SCC(O)CS(=O)(=O)Cc1ccccc1)CCCC2 (stereo unspecified) | -20 | 2 | 0.0 | -10 | 0 | 3 | 102 | 101 | 13
CCOC(=O)CNC(=O)CNC(=O)Cn1ccc2ccccc2c1=O | 0 | 5 | 0.1 | -2 | 2 | 1 | 114 | 109 | -5
CN(C)CCCN=C(NO)c1ccc(Cl)cc1Cl | -1 | 0 | 1.0 | -3 | 1 | 0 | 102 | 103 | 16
COc1ccc(C(NC(=O)c2cc(OC)ccc2OC)c2ccccc2)cc1 (stereo unspecified) | -28 | -6 | -1.2 | -9 | 1 | -6 | 97 | 98 | -12
CC(=O)Nc1ccc(S(=O)(=O)N2CCC(N(C)CCC(C)C)CC2)cc1 | 11 | 2 | -1.2 | -4 | -3 | 2 | 100 | 100 | 23
O=C(Cc1ccc(Cl)cc1)Nc1nc2ccccc2[nH]1 | -3 | 3 | -1.4 | 3 | 12 | 10 | 107 | 107 | 25
CCOc1ccccc1NC1c2ccccc2C(=O)N1Cc1ccco1 (stereo unspecified) | -22 | 8 | 1.5 | x | 20 | -4 | 107 | 108 | 4
COC(=O)c1sc(NC(=O)c2csc3c2CCCC3)nc1C | 0 | 10 | -0.2 | -7 | -83 | -6 | 110 | 120 | -2
COc1ccc(NC(=O)c2sccc2C)cn1 | 1 | 3 | 0.0 | 1 | -6 | 9 | 100 | 100 | 13
COc1ccc(Nc2ncnc3sccc23)cc1OC | -5 | 12 | -1.9 | -7 | -26 | -2 | 102 | 101 | 19
CC(C)n1c(Sc2nccn2C)nc2c1c(=O)n(C)c(=O)n2C | -2 | -8 | 0.3 | 2 | 7 | 3 | 91 | 96 | 28
CC(=O)Nc1nc(C)c(-c2csc(Nc3cccc(C(C)=O)c3)n2)s1 | -1 | 4 | 3.0 | -8 | -1 | 1 | 100 | 103 | 0
O=C(Nc1ccc(N2CCN(c3ccc(O)cc3)CC2)cc1)Oc1ccccc1 | 6 | 7 | 0.3 | 0 | 6 | -12 | 105 | 106 | 21
CNC(=S)N(CCc1c(C)[nH]c2ccccc12)Cc1cccnc1 | -17 | 6 | -1.8 | -7 | -11 | -6 | 98 | 99 | 17
Cc1cccc(NC(=S)NC(=O)c2ccco2)n1 | -3 | -1 | -1.9 | 4 | 2 | -4 | 102 | 109 | -2
CCO[C@H]1OC(C(=O)O)=C[C@@H](c2ccccc2)[C@@H]1CCCO | x | 4 | -2.9 | -3 | 1 | x | 113 | 110 | x
CCOc1ccccc1NC(=O)CCNS(=O)(=O)c1cccc2nonc12 | -11 | 3 | -0.9 | -5 | -3 | -2 | 99 | 100 | 3
O=C(N/N=C/c1ccc2nccnc2c1)c1ccc(Br)cc1 | 0 | -1 | 0.7 | 2 | -8 | 8 | 98 | 99 | -18
C=CCN(CC(=O)NCc1ccc(OC)cc1)C(=O)c1csnn1 | 3 | 0 | 0.6 | -3 | 4 | 3 | 103 | 97 | 0
CCc1[nH]nc2c1C1(CCOC1C)C(C#N)=C(N)O2 (stereo unspecified) | 3 | 1 | -0.7 | 0 | 2 | 0 | 104 | 102 | 4
CCC(C)C(=O)Nc1ccc(S(=O)(=O)Nc2nccs2)cc1 (stereo unspecified) | -3 | 2 | -0.8 | 0 | 9 | 16 | 98 | 99 | 4
CCOC(=O)N1CCc2c(sc3nc[nH]c(=O)c23)C1 | -2 | -17 | -1.7 | 0 | -5 | 11 | 68 | 75 | 7
COc1ccc(NC(=O)NNC(=O)COc2ccc([N+](=O)[O-])c(C)c2)cc1OC | -10 | 3 | 1.0 | 0 | 9 | -1 | 104 | 101 | -1
CCN(CC)c1ccc2cc(S(=O)(=O)c3ccc(C)cc3)c(=O)oc2c1 | -1 | -3 | 147* | -1 | -157 | 9 | 98 | 74 | 10
CC(C)N1CC(C(=O)Nc2ccc(Cl)c([N+](=O)[O-])c2)CC1=O (stereo unspecified) | 1 | 1 | -0.1 | -9 | 13 | -1 | 105 | 106 | 29
C/C=C(\C)C(=O)OC1c2c(ccc3ccc(=O)oc23)OC(C)(C)C1OC(C)=O (stereo unspecified) | -31 | 3 | 1.0 | -2 | -4 | -18 | 114 | 90 | 5
Brc1cnc(N2CCCC2)nc1N1CCOCC1 | -2 | -5 | 2.4 | -5 | -1 | 11 | 97 | 91 | -1
O=C(N/N=C/c1cc(Cl)ccc1O)C(=O)Nc1ccccc1OC(F)(F)C(F)F | -5 | 3 | 25 | 22* | -65 | -2 | 105 | 98 | 32
N#C/C(=C\c1ccc(OCc2ccc(C(=O)O)cc2)cc1)C(=O)NCc1ccccc1 | -29 | 3 | 0.9 | -10 | -11 | 39* | 105 | 104 | 15
CC(C)(C)c1ccc(O)c(N)c1 | -5 | -3 | x | x | x | 26 | 90 | 85 | -9
CCOc1ccc2nc(NC(=O)c3ccc(OC)c(S(=O)(=O)N4CCOCC4)c3)sc2c1 | -3 | -5 | 0.0 | -3 | -15 | 0 | 99 | 101 | 30
CCOc1ccc(N(CC(=O)NCc2ccc(OC)cc2)S(C)(=O)=O)cc1 | -12 | 8 | -2.5 | -9 | 16 | -1 | 100 | 105 | -1
O=C1OC2CC3CC1CC(O)(C3)C2 (stereo unspecified) | -1 | -1 | -0.4 | -2 | 9 | -2 | 100 | 102 | 16
O=C(N=Nc1c(O)[nH]c2ccc([N+](=O)[O-])cc12)c1cc(-c2ccccc2Cl)nc2ccccc12 | -3 | 2 | -1.6 | -6 | 10 | -3 | 102 | 98 | 11
Cc1ccc(N2CC(C(=O)Nc3cc(C)on3)CC2=O)cc1 (stereo unspecified) | -3 | 0 | -0.6 | -6 | 6 | 8 | 100 | 107 | 18
CCOC(=O)c1c(SCc2ccccc2)n[nH]c1N | -7 | 1 | -1.6 | -5 | 5 | -2 | 102 | 104 | 8
O=C(CCN1CCc2ccccc2C(c2ccccc2)C1)c1ccc2c(c1)OCCO2 (stereo unspecified) | 3 | -1 | 7.2 | -1 | 10 | -8 | 93 | 104 | -26
COCc1ccccc1Cn1cnc2c1c(=O)n(C)c(=O)n2C | 0 | 1 | -2.2 | 1 | 33 | 4 | 97 | 102 | 10
CC1=CC(C)(C)Nc2cc(C)c(C)cc21 | 2 | -11 | 1.3 | -1 | -14 | -8 | 83 | 88 | 10
O=C(COc1ccc(Br)cc1)OCc1nnc(-c2ccccc2)o1 | -5 | 1 | -0.3 | -1 | 32 | -1 | 105 | 99 | 16
COc1ccc(C(C)n2c(C)c3c(C)nnc(C)c3c2C)cc1 (stereo unspecified) | -4 | -3 | 0.8 | -3 | 11 | -6 | 94 | 101 | -5

Some of the entries so far, with two lines to a compound:
Each structure is followed by: FID counter	MEKK2mut PB1 HTS	CRFBP-R2 agonist	GalR3 antagonist	CRFBP-R2 block	HCV NS3 hel inh	MEKK3 PB1 HTS	MEKK2wt PB1 HTS	UBC9 SUMO inh
CC(C)(C)c1ccc(O)c(N)c1
→ -5	-3	x	x	x	26	90	85	-9
CCOc1ccc2nc(NC(=O)c3ccc(OC)c(S(=O)(=O)N4CCOCC4)c3)sc2c1
→ -3	-5	0.0	-3	-15	0	99	101	30
CCOc1ccc(N(CC(=O)NCc2ccc(OC)cc2)S(C)(=O)=O)cc1
→ -12	8	-2.5	-9	16	-1	100	105	-1
O=C1OC2CC3CC1CC(O)(C3)C2 (stereo unspecified)
→ -1	-1	-0.4	-2	9	-2	100	102	16
O=C(N=Nc1c(O)[nH]c2ccc([N+](=O)[O-])cc12)c1cc(-c2ccccc2Cl)nc2ccccc12
→ -3	2	-1.6	-6	10	-3	102	98	11
Cc1ccc(N2CC(C(=O)Nc3cc(C)on3)CC2=O)cc1 (stereo unspecified)
→ -3	0	-0.6	-6	6	8	100	107	18
CCOC(=O)c1c(SCc2ccccc2)n[nH]c1N
→ -7	1	-1.6	-5	5	-2	102	104	8
O=C(CCN1CCc2ccccc2C(c2ccccc2)C1)c1ccc2c(c1)OCCO2 (stereo unspecified)
→ 3	-1	7.2	-1	10	-8	93	104	-26
COCc1ccccc1Cn1cnc2c1c(=O)n(C)c(=O)n2C
→ 0	1	-2.2	1	33	4	97	102	10
